# BAZ2B block: qHTS Assay for Inhibitors of BAZ2B. AlphaScreen BAZ2B-H3K14Ac peptide displacement. Potency, µM (titrated, usually from 114 µM), for the others: at the top dose activity change, negative = inhibition, most hits filed as inhibitors. hit rate 4.4% among 360,000. AID 504333, 2011; further: nearly all actives have a fitted effect of over 60% in size
# Target sequence (Q9UIF8 whole entry, looked up): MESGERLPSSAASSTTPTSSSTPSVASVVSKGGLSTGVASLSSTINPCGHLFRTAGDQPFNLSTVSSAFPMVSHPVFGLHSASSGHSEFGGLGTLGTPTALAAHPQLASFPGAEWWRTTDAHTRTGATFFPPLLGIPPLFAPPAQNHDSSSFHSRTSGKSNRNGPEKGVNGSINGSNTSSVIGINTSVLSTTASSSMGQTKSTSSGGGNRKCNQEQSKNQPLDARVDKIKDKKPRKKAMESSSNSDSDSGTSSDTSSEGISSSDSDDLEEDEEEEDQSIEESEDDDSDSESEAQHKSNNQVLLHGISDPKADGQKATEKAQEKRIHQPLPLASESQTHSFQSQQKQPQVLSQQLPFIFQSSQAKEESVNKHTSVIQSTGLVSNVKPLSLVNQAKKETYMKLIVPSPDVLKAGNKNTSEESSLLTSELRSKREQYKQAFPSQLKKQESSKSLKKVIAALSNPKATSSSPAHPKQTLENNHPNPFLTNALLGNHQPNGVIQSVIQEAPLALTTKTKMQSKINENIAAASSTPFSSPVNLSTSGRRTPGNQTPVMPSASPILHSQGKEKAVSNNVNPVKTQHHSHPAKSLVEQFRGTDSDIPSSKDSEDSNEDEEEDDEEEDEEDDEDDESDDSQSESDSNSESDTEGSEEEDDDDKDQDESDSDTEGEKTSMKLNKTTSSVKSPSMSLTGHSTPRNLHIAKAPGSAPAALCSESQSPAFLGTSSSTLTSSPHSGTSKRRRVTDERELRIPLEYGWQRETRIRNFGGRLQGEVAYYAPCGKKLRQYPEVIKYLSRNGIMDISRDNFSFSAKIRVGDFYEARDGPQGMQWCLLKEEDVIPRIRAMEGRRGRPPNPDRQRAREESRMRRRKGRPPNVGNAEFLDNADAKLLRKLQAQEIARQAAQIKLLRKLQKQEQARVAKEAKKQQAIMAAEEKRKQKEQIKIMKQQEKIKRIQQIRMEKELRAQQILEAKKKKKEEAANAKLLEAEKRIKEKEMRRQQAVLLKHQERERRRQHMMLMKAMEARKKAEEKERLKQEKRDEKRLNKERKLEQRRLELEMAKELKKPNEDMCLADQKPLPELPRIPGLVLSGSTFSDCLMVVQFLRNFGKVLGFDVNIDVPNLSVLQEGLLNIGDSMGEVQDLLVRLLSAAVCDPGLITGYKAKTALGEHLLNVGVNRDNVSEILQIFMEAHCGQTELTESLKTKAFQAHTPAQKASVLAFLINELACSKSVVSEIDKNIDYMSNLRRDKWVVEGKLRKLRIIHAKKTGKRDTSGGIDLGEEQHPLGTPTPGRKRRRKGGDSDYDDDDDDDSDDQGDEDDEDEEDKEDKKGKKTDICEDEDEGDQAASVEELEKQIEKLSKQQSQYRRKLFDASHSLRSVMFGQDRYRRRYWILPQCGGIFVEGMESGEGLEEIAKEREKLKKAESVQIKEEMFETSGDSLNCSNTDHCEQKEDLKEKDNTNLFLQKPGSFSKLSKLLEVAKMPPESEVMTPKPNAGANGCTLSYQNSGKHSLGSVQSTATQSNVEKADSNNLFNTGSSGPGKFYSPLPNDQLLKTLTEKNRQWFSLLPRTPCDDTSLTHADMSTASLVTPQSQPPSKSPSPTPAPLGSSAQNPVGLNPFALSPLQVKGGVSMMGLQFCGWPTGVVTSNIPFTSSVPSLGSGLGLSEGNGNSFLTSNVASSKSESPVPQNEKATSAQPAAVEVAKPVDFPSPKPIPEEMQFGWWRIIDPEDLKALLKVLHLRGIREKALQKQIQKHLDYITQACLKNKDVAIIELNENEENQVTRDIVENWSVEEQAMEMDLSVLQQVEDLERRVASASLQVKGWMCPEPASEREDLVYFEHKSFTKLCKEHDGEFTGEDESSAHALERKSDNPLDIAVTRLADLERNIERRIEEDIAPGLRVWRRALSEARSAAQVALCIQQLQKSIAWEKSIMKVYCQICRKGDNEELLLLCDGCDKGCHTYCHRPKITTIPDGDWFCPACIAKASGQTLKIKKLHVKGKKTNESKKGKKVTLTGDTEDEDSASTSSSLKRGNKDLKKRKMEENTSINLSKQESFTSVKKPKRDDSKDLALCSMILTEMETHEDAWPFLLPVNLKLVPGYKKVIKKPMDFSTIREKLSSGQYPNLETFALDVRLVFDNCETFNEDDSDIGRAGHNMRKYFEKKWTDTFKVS
#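 Complex of BAZ2B and biotin-H3K14Ac (50 nM apiece) forms over 30 min at RT, then faces library compounds up to 110 uM for another 30 min; AlphaScreen beads added, 20 min dark incubation, luminescence read.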
# G9a inh: qHTS Assay for Inhibitors of Histone Lysine Methyltransferase G9a. Histone-lysine N-methyltransferase EHMT2 (Homo sapiens), Q96KQ7. G9a H3K9 monomethylation, AlphaScreen, 2 h. Potency, µM (highest dose often 102 µM), inactives show at the highest dose activity, negative = inhibition, most hits filed as inhibitors. hit rate 8.8% among 350,000. AID 504332, 2011; further: nearly all actives have a fitted effect of over 75% in size
#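 Using a bead-based AlphaScreen, monomethylated H3K9 product from 2 h room-temperature reactions (G9a 20 nM, peptide 500 nM, SAM 20 uM) was detected with 0.5 ug/mL rabbit anti-H3K9me1 antibody.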
# Numbers without * were called inactive; ? = inconclusive; [ ] = another dose, or the depositor's remark. The call rests on the fitted dose curve; in most records, active means well fitted inhibition curve with a large enough effect; inconclusive means small, poorly fitted or top-dose-only effect; inactive means no such curve, though single readings can be large or run the other way. On the % scale 0 is the no-effect control and ±100 the full control effect; potency means the concentration at half of the fitted maximal effect. The list is partial, so the mix of outcomes need not match the whole.
# Values run as follows: BAZ2B block	G9a inh
- N#Cc1cc2sc3nc4ccccc4n3c2cc1C#N
  -4%	16%[12.7 µM]
- CCOC(=O)c1cc2c(=O)n3ccccc3nc2n(Cc2ccccc2Cl)c1=N
  7%	-8%
- O=C1C2C3C=CC(C3)C2C(=O)N1CNc1ccc(O)cc1 (stereo not drawn)
  45µM*	2.2µM*
- CCOC(=O)c1ccc2c(c1)nc(COc1ccccc1C#N)n2CC
  3%	-32%[12.7 µM]
- CC1(C)Cc2nc3sc4c(N5CCCC5)nnnc4c3cc2CO1
  -22%	21%
- COc1ccc(NC(=S)Nc2cc(S(=O)(=O)N3CCCCC3)ccc2OC)cc1
  -39%	7%[59 µM]
- CC(=O)Nc1nc2c(c3c1c(=O)oc1ccccc13)CC(C)CC2 (stereo not drawn)
  8%	-11%[59 µM]
- CCOC(=O)c1c(/C=N/Nc2ccccc2)c2sc(C)cc2n1C
  ?	?
- CC(C)[C@]1(c2ccccc2)ON(c2ccccc2C(F)(F)F)C1=O
  94%[activator]	12%[0.501 µM]
- Cn1c(=O)c2c(SCc3ccccc3)nc(-c3ccco3)nc2n(C)c1=O
  -1%	-26%
- CCOC(=O)c1c(N)c(C#N)nn1-c1ccccc1C(=O)OC
  -4%	2%[59 µM]
- CCc1cc(=O)oc2cc(OCC(=O)N3CCc4ccccc43)ccc12
  4%	-10%[59 µM]
- COc1cc(OC)cc(C(=O)OCCNC(=O)Cn2cnc3c2c(=O)n(C)c(=O)n3C)c1
  -17%	13%[59 µM]
- COC(=O)c1cc2sc(Cl)cc2n1Cc1nc(-c2cccc(C)c2)oc1C
  12%	?
- CN(C)c1ccc(C2CC(c3ccccc3)=Nc3nc(-c4ccccc4)cn32)cc1 (stereo not drawn)
  ?	?
- Cc1ccc2nc(Nc3nc(=O)c4ccccc4n3C)nc(C)c2c1
  15%	14%[59 µM]
- COCCCn1c(=NC(=O)c2ccc3c(c2)OCO3)c(C#N)cc2c(=O)n3cccc(C)c3nc21
  -10%	22%[59 µM]
- Cc1ccc2nc3c(cc(C#N)c(=O)n3CCN3CCOCC3)c(=O)n2c1
  4%	3%
- CC[n+]1c(C)sc2sc3ccccc3c21
  25µM*	1µM*
- O=C(CCC1CCCNC1)c1ccccc1 (stereo not drawn)
  3%	50µM*
- Cc1cc2ncn(/N=C/c3cc(Br)ccc3O)c2cc1C
  -28%	5%[59 µM]
- COc1ccc(NC(=O)C2CCN(S(=O)(=O)c3cccc4cccnc34)CC2)cc1OC
  -7%	-8%[59 µM]
- CC(C)=NOCc1ccc(-c2cn([C@@H]3COC[C@H]3O)nn2)cc1
  -4%	40µM*
- Cn1c2cc(B(O)O)sc2c2cnn(Cc3ccc(F)cc3F)c(=O)c21
  -6%	0%[12.7 µM]
- Cc1[nH][nH]c(=O)c1C(c1ccc(-c2ccc(Cl)cc2Cl)o1)c1c(C)[nH][nH]c1=O
  ?	7.1µM*
- CC(C)(C)C(C(Oc1ccc(Cl)cc1)n1cncn1)n1nnnc1C(c1cccc(Cl)c1)N1CCCCC1 (stereo not drawn)
  -19%	?
- COC(=O)[C@@H]1CC[C@H](C)[C@@H](c2ccc(C)cc2)N1C(=O)c1ccc(/C=N/OC[C@@H](O)[C@H]2O[C@@H]3OC(C)(C)O[C@@H]3[C@H]2O)cc1
  ?	?
- Cc1nnc(NC(=O)CSc2nnc(Cc3cccn3C)n2-c2cccc(C)c2C)s1
  2%	?
- S=c1[nH]nc(-c2ccncc2)n1/N=C/c1cccc2ccccc12
  -7%	1.1µM*
- COc1cccc(-n2c(CN3CCN(Cc4ccccc4)CC3)nc3ccc([N+](=O)[O-])cc3c2=O)c1
  ?	-26%[59 µM]
- c1ccc2[nH]c(SN3CCOCC3)nc2c1
  20µM*	?
- CCCCCCC(=O)N(O)C1CC(=O)N(c2ccccc2)C1=O (stereo not drawn)
  4%	0.79µM*
- O=C(/C=C/c1ccc(Br)o1)Nc1nnc(C2CC2)s1
  -25%	56µM*
- COc1cccc(C(=O)N2CCN(C3CCN(Cc4ccccc4)CC3)CC2)c1
  28µM*	8.9µM*
- Cc1nc(/N=C(\N)Nc2ccccc2)nc2ccccc12
  -4%	26%[12.7 µM]
- O=C(CC1Oc2ccccc2NC1=O)NC1CC1 (stereo not drawn)
  -4%	-15%
- Cc1ccc(C2C3=C(Nc4[nH]n(-c5ccccc5)c(=O)c42)c2ccccc2C3=O)cc1 (stereo not drawn)
  35µM*	3.2µM*
- N#Cc1c(Cl)nc(-c2cccnc2)nc1-c1ccccc1
  71µM*	-11%[2.33 µM]
- CN(C)c1ccc(/C=C(\C#N)C(=O)NCc2ccco2)cc1
  13%	59%[activator][59 µM]
- Cc1ccc(-c2nc3c(c(=O)[nH]c(=O)n3Cc3ccccc3)n2C)s1
  -1%	32%[59 µM]
- CCOC(=O)c1sc2ncn(/N=C/c3ccccn3)c(=O)c2c1C
  -3%	2%
- Cc1cccc2cc(C(c3nnnn3CC3CCCO3)N3CCCC4(CCCCC4)C3)c(=O)[nH]c12 (stereo not drawn)
  5%	-10%[59 µM]
- N/C(Cc1cccc2ccccc12)=N\OC(=O)c1ccc(Br)o1
  -33%	45µM*
- CCCn1c2c(c(O)c(C(=O)Nc3nc(C)cs3)c1=O)CCCC2
  4%	10%
- N#Cc1c(-c2ccccc2Cl)cc(-c2ccccc2)[nH]c1=S
  -12%	24%[59 µM]
- CCN(CC)CCCN1C(=O)C(=O)/C(=C(/O)c2ccc(OC)c(Cl)c2)C1c1ccco1 (stereo not drawn)
  3%	45µM*
- COc1ccccc1-c1c(NC(=O)c2ccco2)n(-c2ccccc2)nc(C)c1=O
  1%	-17%
- CC(C)(C)C(=O)[C@@H]1[C@@H]2C(=O)N(Cc3ccccc3)C(=O)[C@@H]2[C@H]2c3ccccc3C=CN12
  -27%	10µM*
- COc1cc(/C=N/NC(N)=O)ccc1OC(=O)c1ccc(C)cc1
  1%	-6%[59 µM]
- O=C(O)c1cccc(C(=O)O)n1
  -3%	?
- Cc1ncc(CO)c(/C=N/NC(=O)c2cc(O)c(O)c(O)c2)c1O
  10µM*	?
- O=C1CCCCCN1CP(=O)(O)CN1CCOCC1
  -5%	?
- Nc1c(C(=O)c2ccco2)oc2ccccc12
  ?	?
- ClCc1csc(N/N=C/c2cccs2)n1
  -35%	?
- O=C(O)c1cc(-c2cc(C(=O)O)c3ccccc3n2)nc2ccccc12
  3%	8%
- CCN1CCc2c(OCC(=O)N3CCc4ccccc43)cccc2C1=O
  -3%	-3%
- O=c1[nH]c(CSc2nnc3ccccn23)nc2cc(C(F)(F)F)ccc12
  -17%	23%
- CCOC(=O)C1=C(C)NC(SCC(=O)Nc2nc(C)cs2)=C(C#N)C1c1cccs1 (stereo not drawn)
  -8%	?
- COC(=O)c1cc(NC(=O)/C=C/c2ccccc2)ccc1O
  8%	32%
- O=C(COC(=O)c1ccccc1NS(=O)(=O)c1cc([N+](=O)[O-])ccc1Cl)c1ccccc1
  -16%	-20%

# 3 compounds out of the list, sorted by molecular weight, lowest first.
# Values run as follows: BAZ2B block	G9a inh
- O=C1CCCCCN1CP(=O)(O)CN1CCOCC1
  -5%	?
- CCOC(=O)c1c(N)c(C#N)nn1-c1ccccc1C(=O)OC
  -4%	2%[59 µM]
- CC(C)(C)C(C(Oc1ccc(Cl)cc1)n1cncn1)n1nnnc1C(c1cccc(Cl)c1)N1CCCCC1 (stereo not drawn)
  -19%	?

# The list goes on.
# Values run as follows: BAZ2B block	G9a inh
- O=C1CCN(N=Nc2cccc(Cl)c2)N1
  ?	0.79µM*
- Cc1cccc(-n2c(-c3ccco3)nc3nc4ccccc4nc32)c1
  12%	10%[59 µM]
- Cc1nc(N2CCCCC2)sc1C=O
  -13%	11%
- CSCCC(NC(=O)c1ccccc1)C(=O)Nc1ccc(NC(C)=O)cc1 (stereo not drawn)
  3%	-45%[59 µM]
- COCC(=O)Nc1ccc(C(=O)Nc2ccccc2Cl)cc1
  3%	10%
- COc1cccc([C@@H]2Oc3ccc(OC)cc3C(=O)[C@H]2OC(=O)N[C@H](C)C2CCCCC2)c1
  -7%	-8%
- C#CCOCCOCCOCCNc1nc(N2CCN(C(=O)[C@H](Cc3ccc(O)cc3)n3cc([C@@H](N)C(C)CC)nn3)CC2)nc(N2CCN(C(=O)[C@H](Cc3cc4ccccc4[nH]3)n3cc([C@@H](N)Cc4ccc(O)cc4)nn3)CC2)n1 (stereo partly drawn)
  32µM*	?
- Clc1cccc(-c2cc3nc4c(c(N5CCNCC5)n3n2)CCCC4)c1
  -2%	-2%[59 µM]
- Cc1ccc2cc(C#N)c(SCC(=O)NCC3CCCO3)nc2c1C (stereo not drawn)
  2%	-4%
- CC1CC(OC(=O)CN2CCCCC2)CC(C)(C)C1 (stereo not drawn)
  -1%	-1%
- Cc1nc(NC2=NCN(Cc3cccnc3)CN2)nc2c(C)cccc12
  -7%	-13%[12.7 µM]
- CCCCCCN(C(=O)CCCCCN1C(=O)NC(c2ccc(-c3ccccc3)cc2)C(C(=O)OCc2ccccc2)=C1C)C(C(=O)NCCCC)c1ccc(O)cc1 (stereo not drawn)
  -8%	-11%
- COc1ccc(C(=O)/C(=C\c2sccc2C)c2nc3ccccc3o2)cc1
  ?	?
- CN(Cc1ccco1)c1ncnc2ccc(-c3cccc(Cl)c3)cc12
  -19%	-24%[12.7 µM]
- O=[N+]([O-])c1ccc2sc(SCc3nc4ccccn4c3Br)nc2c1
  -9%	?
- O=C1c2ccccc2C(=O)C2OC12 (stereo not drawn)
  -14%	8.9µM*
- CCOC(=O)C1Cc2cc3c(cc2C1=O)CC(C(=O)OCC)C3=O (stereo not drawn)
  -27%	35µM*
- CC(C)N1CCc2c(sc(NC(=O)c3ccc([N+](=O)[O-])o3)c2C(N)=O)C1
  ?	?
- COc1ccc(N2C(C(C)=O)=NN(c3ccccc3)C2c2cccs2)cc1 (stereo not drawn)
  21%	?
- COc1ccc(O[C@H]2C=C[C@@H](c3ccccc3)O[C@@H]2CO/N=C(\C)CCC(=O)OC[C@H]2O[C@H](c3ccccc3)C=C[C@@H]2Oc2ccc(OC)cc2)cc1
  ?	45µM*
- OCCN1CCN(C(c2cccs2)c2ccc3cccnc3c2O)CC1 (stereo not drawn)
  20µM*	?
- C(=C\c1ccc(/C=C/c2ccccc2)nn1)/c1ccccc1
  -2%	6%[0.501 µM]
- Cc1ccc2[nH]c(=O)c(CN(CC3CCCO3)C(=O)c3ccco3)cc2c1 (stereo not drawn)
  1%	12%[59 µM]
- COc1ccc(C2c3c(nc[nH]c3=O)Oc3nc[nH]c(=O)c32)cc1
  -1%	14%
- CCOC(=O)N1CCC(N2Cc3cccc(C(=O)NCc4ccc(OC)cc4)c3C2=O)CC1
  ?	-20%
- O=C(CNc1c(Br)cc(Br)cc1Br)NN=C1CCCCC1
  8%	-9%
- Cc1ccc(-n2c(-c3ccccc3)cc(/C=N/NC(=O)CC#N)c2-c2ccccc2)cc1
  -5%	32%
- CC(=O)Nc1cccc(C(=O)/C=C/c2ccc(/C=C/C(=O)c3cccc(NC(C)=O)c3)cc2)c1
  1%	1%[59 µM]
- Cc1ccc(C2(C(F)(F)F)N=C3Sc4cc(C)ccc4N3C(=O)N2)cc1 (stereo not drawn)
  -1%	-23%
- Cn1c(=O)c2c(nc(N3CCN(Cc4ccccc4)CC3)n2CCSc2ncccn2)n(C)c1=O
  -2%	?
- O=C(CCC(=O)N(CC(=O)NC1CCCC1)Cc1ccc2c(c1)OCO2)Nc1nccs1
  -1%	6%
- NS(=O)(=O)c1ccc(CCNC(=O)CCCCCNc2nc(=S)[nH]c3ccccc23)cc1
  1%	50µM*
- COc1cc2ccccc2cc1C(=O)Nc1sc2c(c1C(N)=O)CCN(C(C)C)C2
  -25%	?
- COc1ccc(N(CC(=O)NCCC2=CCCCC2)S(=O)(=O)c2ccc(C)cc2)cc1
  -12%	-12%

# Three of the compounds above, as comma-separated lines:
Compound,BAZ2B block,G9a inh
NS(=O)(=O)c1ccc(CCNC(=O)CCCCCNc2nc(=S)[nH]c3ccccc23)cc1,1%,50µM*
COc1cc2ccccc2cc1C(=O)Nc1sc2c(c1C(N)=O)CCN(C(C)C)C2,-25%,?
COc1ccc(N(CC(=O)NCCC2=CCCCC2)S(=O)(=O)c2ccc(C)cc2)cc1,-12%,-12%

# Structures listed so far with a tert-butyl group (2):
# Values run as follows: BAZ2B block	G9a inh
- CC(C)(C)C(C(Oc1ccc(Cl)cc1)n1cncn1)n1nnnc1C(c1cccc(Cl)c1)N1CCCCC1 (stereo not drawn)
  -19%	?
- CC(C)(C)C(=O)[C@@H]1[C@@H]2C(=O)N(Cc3ccccc3)C(=O)[C@@H]2[C@H]2c3ccccc3C=CN12
  -27%	10µM*

# Bioassay records as filed in PubChem BioAssay.
